Screens (PubChem BioAssay)
USP1 inh = USP1/UAF1 (human) deubiquitinase inhibition | O94782 | recombinant USP1/UAF1, Ub-Rhodamine cleavage fluorescence | AID 743255 | 0.23% of 390,000 active | Potency, µM (titrated, usually from 57.1 µM), inactives show at the highest dose activity change, negative = inhibition, most hits filed as inhibitors; note: potency is the fitted concentration of half-maximal effect; % is set by controls: 0 for no effect and ±100 for the full control effect; nearly all actives have a fitted effect of over 60% in size; inactives centre near -12
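In this screen, compounds sit with the deubiquitinase complex (1nM) for 15 min at room temperature before Ub-Rho is added at 150nM final. Fluorescence rise is then followed for 6 reads every 60 seconds.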
D2 antag = D2 dopamine receptor (human) antagonism | P14416 | HEK293 TREx D2 cells, calcium flux, dopamine EC80 | inhibition, % at 10 µM | 2% of 340,000 active; in the data active = inhibition above about 30%; note: 0% is about no effect
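Cells plated overnight at 30 C with tetracycline; no-wash calcium dye, 30–90 min RT; 10 s baseline; compound pinned; 180 s read; EC80 dopamine added; another 180 s read.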
TrxR1 substrate = rat thioredoxin reductase 1 substrate activity | AID 588456 | purified TrxR1 substrate turnover, NADPH consumption readout | Potency, µM (doses to about 114 µM), for the others: at the top dose activity change, negative = substrate turnover | 0.01% of 390,000 active | O89049; note: potency is the fitted concentration of half-maximal effect; % is set by controls: 0 for no effect and ±100 for the full control effect; nearly all actives have a fitted effect of over 50% in size
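Rat TrxR1, dispensed at 90 nM, was prereduced with 400 uM NADPH (final) for 5 min at ~22 deg C, then incubated with compound 15 min before 400 uM selenite. A first-read NADPH fluorescence drop versus no-compound background flagged substrates.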
TRHR enhancer = allosterically enhances the human TRH receptor; enhancement, % at 2 µM; AID 493056; TRHR cells, fluo-8 calcium fluorescence, EC20 TRH enhancement; P34981; 0.66% of 360,000 active; in the data active = enhancement above about 30%; note: 0% is about no effect
Target sequence (P34981 whole entry, looked up): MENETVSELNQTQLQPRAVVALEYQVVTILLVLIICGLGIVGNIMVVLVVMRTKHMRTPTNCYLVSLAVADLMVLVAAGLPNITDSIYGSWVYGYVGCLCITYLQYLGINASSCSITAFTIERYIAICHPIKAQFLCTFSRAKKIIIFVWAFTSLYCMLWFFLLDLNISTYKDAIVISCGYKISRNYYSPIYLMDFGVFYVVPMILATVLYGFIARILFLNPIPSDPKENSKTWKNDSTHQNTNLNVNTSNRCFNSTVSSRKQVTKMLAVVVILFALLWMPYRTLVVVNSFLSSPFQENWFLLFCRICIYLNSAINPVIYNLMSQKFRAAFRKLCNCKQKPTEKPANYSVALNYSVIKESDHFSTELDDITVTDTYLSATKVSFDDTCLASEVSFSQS
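TRHR-expressing cells loaded with fluo-8 calcium dye were read kinetically (ex 480/em 530) during compound addition, then stimulated with an EC20 of TRH (10 nM final). Enhancement of the Gq-mediated intracellular calcium response was scored.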
TRHR ag = activates the human TRH receptor. activation, % at 2 µM. 0.18% of 360,000 active. P34981. TRHR cells, calcium flux fluo-8, FDSS agonist mode; in the data active = activation above about 30%; note: 0% is about no effect
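Steps: seed TRHR cells overnight; add fluo-8 no-wash Ca dye, RT 30 min–1.5 h; record 10 s baseline; pin-transfer compounds; monitor fluorescence 1 cycle/s for the agonist window. Calcium increases flag candidate agonists.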
D2 agonist = D2 dopamine receptor (human) agonism | P14416 | HEK293 T-REx D2 cells, calcium flux agonist mode | activation, % at 2 µM | 0.53% of 340,000 active | AID 485358;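 active = activation over 3 SD above normal in the single-dose calcium agonist read, cut at about 30% in these data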; note: 0% is about no effect
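Agonism scored from kinetic calcium signal (1 read/sec, 180 s) following compound pin transfer, after a 10 s baseline. Cells: HEK293 Trex line expressing inducible D2 receptor coupled to calcium, dye-loaded after overnight culture at 30 C.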
Pin1 inhibitor = inhibitors of human Pin1; 0.009% of 390,000 active; Potency, µM (highest dose often 115 µM), inactives show at the top dose activity, negative = inhibition, most hits filed as inhibitors; Pin1 FP peptide displacement, HiFluor488, 10 min; AID 504891; active = well fitted inhibition curve with a large enough effect in the polarisation, with a control signal flat, not every such curve was filed as active; inconclusive = small, poorly fitted or top-dose-only effect, or effect the other way, or a change in a side signal; inactive = no such curve, though single readings can be large or run the other way; the % refers to the polarisation; note: potency is the fitted concentration of half-maximal effect; % is set by controls: 0 for no effect and ±100 for the full control effect
Target sequence (Q13526 whole entry, looked up): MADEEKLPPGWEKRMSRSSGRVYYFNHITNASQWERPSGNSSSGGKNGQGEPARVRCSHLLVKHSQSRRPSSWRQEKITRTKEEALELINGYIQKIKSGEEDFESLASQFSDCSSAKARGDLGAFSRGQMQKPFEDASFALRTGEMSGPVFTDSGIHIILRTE
rTrxR1 inhibitor = inhibitors of rat thioredoxin reductase 1 | recombinant rTrxR1, NADPH fluorescence consumption, selenite substrate | 1% of 390,000 active | Potency, µM (series often up to 114 µM), inactives show at the top dose activity change, negative = inhibition, most hits filed as inhibitors; note: potency is the fitted concentration of half-maximal effect; % is set by controls: 0 for no effect and ±100 for the full control effect; nearly all actives have a fitted effect of over 65% in size
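Rat TrxR1 (90 nM in the dispensed reagent) was pre-reduced with 400 uM NADPH for 5 min at room temperature, then incubated with compound for 15 min. After 400 uM selenite was added, NADPH fluorescence (Ex 340/Em 450 nm) was followed for 8 min.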
mIDH1 inhibitor = inhibitors of human mutant IDH1 R132H; IDH1-R132H enzyme, NADPH consumption, diaphorase/resazurin fluorescence; Potency, µM (series often up to 76.6 µM), for inactives: at the top dose activity change, negative = inhibition, hits mostly inhibitors; 0.093% of 390,000 active; AID 602179; note: potency is the fitted concentration of half-maximal effect; % is set by controls: 0 for no effect and ±100 for the full control effect; nearly all actives have a fitted effect of over 65% in size
Target sequence (O75874 whole entry R132H, stated change not applied): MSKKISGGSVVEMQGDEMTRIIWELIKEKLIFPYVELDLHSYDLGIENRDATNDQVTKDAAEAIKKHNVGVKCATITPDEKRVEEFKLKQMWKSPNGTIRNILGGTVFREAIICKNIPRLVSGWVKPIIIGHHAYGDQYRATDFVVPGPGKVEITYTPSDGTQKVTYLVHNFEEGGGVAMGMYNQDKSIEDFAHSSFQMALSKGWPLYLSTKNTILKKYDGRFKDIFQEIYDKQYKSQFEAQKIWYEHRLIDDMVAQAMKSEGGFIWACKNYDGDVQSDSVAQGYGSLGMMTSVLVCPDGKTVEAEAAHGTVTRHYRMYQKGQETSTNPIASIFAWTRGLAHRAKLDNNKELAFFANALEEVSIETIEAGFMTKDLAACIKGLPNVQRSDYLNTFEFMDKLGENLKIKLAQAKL
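IDH1-R132H (0.5 ug/mL) preincubated 30 min with compound, then NADPH (0.016 mM) and alpha-KG (2 mM) added; 80 min at RT, pH 7.5. Remaining NADPH coupled via diaphorase/resazurin to fluorescence (540/590 nm); concentration-response curves normalized to no-enzyme control.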
The depositor's hits bear a star; ? = inconclusive; nt = no result given; & = joins results of further samples; [ ] = dose if it differs, or a comment. Unless noted, calls come from the whole dose curve; as a rule, active = well fitted inhibition curve with a large enough effect; inconclusive = small, poorly fitted or top-dose-only effect; inactive = no such curve, though single readings can be large or run the other way. A portion of the library. The share of hits here may be higher or lower than overall.

no.	structure	USP1 inh	D2 antag	TrxR1 substrate	TRHR enhancer	TRHR ag
1	Cc1csc2ncnc(N3CCN(C(=O)Nc4ccc(OC(F)(F)F)cc4)CC3)c12	-14%	nt	-2%	4	-0.3
2	COc1ccc(Cl)cc1NC(=O)CSc1nc(=O)[nH]c2c1CCCC2	?	nt	1%[57.1 µM]	2	0.8
3	O=C(COC(=O)Cc1cccs1)Nc1ccccc1	4%	1	14%[57.1 µM]	4	0.1
4	OC(COC1CCCCC1)CN1CCN(c2ccccc2)CC1 (centres undefined)	-15%	-6	5%	0	-1.3
5	Cn1cc([N+](=O)[O-])c(C(=O)Nc2cc(Oc3ccccc3)cc([N+](=O)[O-])c2)n1	-16%	1	-6%	-3	-1.6
6	Nc1ccc(C2(c3ccc(N)cc3)c3ccccc3C(=O)c3ccccc32)cc1	-15%	nt	-4%	nt	nt
7	NC(=O)C1CCN(C(=O)c2cc(S(=O)(=O)N3CCOCC3)ccc2Cl)CC1	-12%	nt	-16%[57.1 µM]	2	-0.1
8	CCOC(=O)N1CCN(C(=O)c2ccc3c(c2)sc2nc(-c4ccccc4)cn23)CC1	-14%	12	-1%	-6	-0.1
9	Cn1nc(-c2ccccc2)c2nc3ccccc3nc21	?	nt	10%	1	55*
10	NS(=O)(=O)c1cnccc1Nc1ccc(Cl)c(Cl)c1	-12%	-7	9%[57.1 µM]	-2	0.4
11	O=C(CCc1ccccc1)NCC1(c2ccccc2)CCCC1	-9%	7	-1%	2	-0.1
12	COc1ccccc1NC(=O)C(=O)NNS(=O)(=O)c1ccc2ccccc2c1	0%	-1	-10%	12	-1.0

no.	D2 agonist	Pin1 inhibitor	rTrxR1 inhibitor	mIDH1 inhibitor
1	nt	3%	37%[activator]	-2%
2	1.6	-8%	-2%[57.1 µM]	11%
3	0.3	-4%	1%[57.1 µM]	-4%
4	-0.9	-5%	14%	0%
5	-0.9	18%	-6%	1%
6	nt	0%	5%	15%
7	nt	0%	24%[57.1 µM]	5%
8	-0.2	4%	6%	1%
9	nt	?	20%	4%
10	0.7	-3%	13%[57.1 µM]	1%
11	0.5	-3%	10%	-6%
12	0.3	10%	-2%	-2%

New compounds follow
no.	structure	USP1 inh	D2 antag	TrxR1 substrate	TRHR enhancer	TRHR ag
13	Cc1noc(C)c1COC(=O)c1cccc(S(=O)(=O)N2CCCCCC2)c1	-6%	10	-4%	-11	-0.2
14	CCOc1cc(NC(=S)NCCCN2CCOCC2)c(OCC)cc1NC(=O)c1ccc(OC)cc1	-15%	0	3%	4	0.1
15	O=C(N/N=C/c1sc(=O)[nH]c1-[n+]1ccccc1)c1ccccc1[O-]	-29%	-4	-14%	8	-1.3
16	Cc1ccccc1-c1nc(CS(=O)(=O)CC(=O)NCc2cccc(Cl)c2)c(C)o1	-9%	nt	-1%	9	0.2
17	CCOCCOC(=O)c1ccc(NC(=O)/C=C/c2ccc(OC)c(OC)c2)cc1	-8%	nt	-9%	7	-1.8
18	O=C(O)/C=C/c1ccc(S(=O)(=O)N(CCO)CCO)cc1	-10%	8	3%[57.1 µM]	7	3.2
19	CCOc1ccc(Br)cc1/C=N/O	-12%	-3	5%	1	-0.4
20	CC(C)(C)C(=O)NC1CCN(S(=O)(=O)c2ccc(C(F)(F)F)cc2)CC1	6%	3	6%	10	-0.8
21	CCCN1Cc2cccc(C(=O)N3CCN(c4ccccc4)CC3)c2C1=O	-15%	-13	9%[57.1 µM]	1	-0.2
22	Cc1sc(N)nc1C12CC3CC(CC(C3)C1)C2	-26%	-7	2%[57.1 µM]	-3	2.9
23	NS(=O)(=O)c1ccc(CCNC(=O)COC(=O)CCc2c[nH]c3ccccc23)cc1	2%	nt	-2%	nt	nt
24	CCOC(=O)c1c(C)oc2nc(C)nc(N3CCN(c4ccc(OC)cc4)CC3)c12	-13%	nt	-4%	-8	-1.0

no.	D2 agonist	Pin1 inhibitor	rTrxR1 inhibitor	mIDH1 inhibitor
13	0.1	-2%	5%	0%
14	0.4	4%	?	7%
15	0.6	?	-4%	-2%
16	-0.5	2%	-26%	2%
17	-3.6	3%	-22%	-14%
18	1.6	0%	5%[57.1 µM]	8%
19	-0.5	8%	12%	-3%
20	0.6	-13%	26%	0%
21	0.4	0%	14%[57.1 µM]	6%
22	4.1	6%	10%	20%
23	nt	1%	19%	4%
24	-0.9	2%	-7%	-12%

Ordered by count of non-hydrogen atoms (rising): 3 of the compounds above
no.	structure	USP1 inh	D2 antag	TrxR1 substrate	TRHR enhancer	TRHR ag
19	CCOc1ccc(Br)cc1/C=N/O	-12%	-3	5%	1	-0.4
20	CC(C)(C)C(=O)NC1CCN(S(=O)(=O)c2ccc(C(F)(F)F)cc2)CC1	6%	3	6%	10	-0.8
13	Cc1noc(C)c1COC(=O)c1cccc(S(=O)(=O)N2CCCCCC2)c1	-6%	10	-4%	-11	-0.2

no.	D2 agonist	Pin1 inhibitor	rTrxR1 inhibitor	mIDH1 inhibitor
19	-0.5	8%	12%	-3%
20	0.6	-13%	26%	0%
13	0.1	-2%	5%	0%

Later entries
no.	structure	USP1 inh	D2 antag	TrxR1 substrate	TRHR enhancer	TRHR ag
25	CCNC(=S)NNC(=O)c1cccnc1	-7%	11	10%	-4	0.3
26	CC(=O)Nc1ccc(C(F)(F)F)cc1Cl	5%	14	2%[57.1 µM]	-4	-0.1
27	C[C@@H]1CC=C[C@H]2[C@H]1C(=O)N(Cc1ccccc1)[C@H]2c1ccc2ccccc2c1Br	-21%	1	-9%	3	0.6
28	Cc1ccc(CNC(=O)CSc2nc3n[nH]c(C)c3c(=N)n2-c2cccc(C)c2)cc1	0%&-2%	-11	7%[57.1 µM]	-8&13	-0.8&-0.9
29	COc1ccc2ccccc2c1/C=N\NC(=O)c1cccnc1	-6%	nt	-14%[57.1 µM]	nt	nt
30	CCOc1cc(CNCCSc2nnnn2C)cc(Br)c1OCc1ccc(F)cc1	-10%	8	-22%[57.1 µM]	-7	-0.7
31	O=C(COC(=O)c1n[nH]c2ccccc12)Nc1ccccc1	-3%	0	10%	0	0.5
32	O=C1N/C(=N\N=C\c2cccs2)SC1Cc1cccc(Cl)c1 (centres undefined)	-16%	-9	-9%[11.4 µM]	2	-1.0
33	CCOC(=O)C1CCN(CCC(=O)Nc2ccc(OC)cc2)CC1	-11%	nt	9%	2	0.0
34	CC(Oc1ccc(Br)cc1Br)C(=O)Nc1cccnc1Cl (centres undefined)	-16%	-9	3%	-5	-0.3
35	CC(C)NC(=O)C1CCN(C(=O)N(C)C)CC1	-27%	3	9%	11	0.2
36	CCOc1c(Cl)cc(/C=C/C(=O)N(CC)CC(=O)Nc2ccc(NC(C)=O)cc2)cc1OC	-21%	10	8%	17	0.3

no.	D2 agonist	Pin1 inhibitor	rTrxR1 inhibitor	mIDH1 inhibitor
25	0.1	0%	-28%	4%
26	-0.7	5%	3%	-3%
27	0.5	11%	16µM*	3%
28	0.0&-1.4	18%&0%	8%[57.1 µM]	16%&-1%
29	nt	-8%	13%[57.1 µM]	9%
30	-1.5	3%	5%[57.1 µM]	8%
31	-0.4	-1%	28%[57.1 µM]	2%
32	-0.4	-8%	-21%	7%
33	nt	1%	19%	0%
34	-0.2	3%	20%	4%
35	-1.1	1%	9%	5%
36	0.6	3%	14%	-1%

The list goes on:
no.	structure	USP1 inh	D2 antag	TrxR1 substrate	TRHR enhancer	TRHR ag
37	CC(Oc1ccccc1)C(=O)Nc1nnc(C2CCCCC2)s1 (centres undefined)	-4%	-4	-7%[57.1 µM]	0	1.3
38	CCN(Cc1ccccc1)S(=O)(=O)c1ccc(C(=O)Nc2nnc(-c3ccccc3OC)o2)cc1	-6%	42*	-10%[11.4 µM]	-16	0.6
39	CCn1cc(C(=O)N2CC=C(c3ccccc3)CC2)c(=O)c2ccc(C)nc21	-19%	19	7%	-5	2.0
40	O=C(CCCCCCCCN1C(=O)c2ccccc2C1=O)N1CCOCC1	-7%	1	-9%[57.1 µM]	0	0.1
41	CCN1CCc2nc3sc(C(=O)Nc4ccccc4OC(F)(F)F)c(N)c3cc2C1	-11%	nt	8%	15	2.2
42	O=C(CCc1ccccc1)NNC(=S)NCc1ccc(Cl)cc1	-23%	-2	-2%	7	0.3
43	COc1ccc(CNC(=O)C2CCN(S(=O)(=O)c3ccc(C)cc3)CC2)cc1	-13%	nt	8%	0	-0.7
44	O=C(Nc1ccc(F)cc1)Nc1nnc(-c2ccco2)s1	-12%	-3	-8%	-10	1.6
45	Cc1ccc(C(Nc2ccccn2)c2ccc3cccnc3c2O)cc1 (centres undefined)	-15%	nt	1%	-18	0.3
46	O=C(CN1CCN(c2ccc([N+](=O)[O-])cc2)CC1)Nc1ccccn1	-18%	-6	-9%	0	-0.1

no.	D2 agonist	Pin1 inhibitor	rTrxR1 inhibitor	mIDH1 inhibitor
37	0.8	-4%	13%[57.1 µM]	5%
38	0.6	-2%	?	0%
39	3.5	2%	13%	5%
40	-0.4	-5%	5%[57.1 µM]	1%
41	1.5	?	-1%	9%
42	0.7	-3%	6%	5%
43	19	-2%	9%	-4%
44	4.0	21%	-1%	-8%
45	11	2%	?	-13%
46	-0.5	0%	3%	5%
